TRHR agonist: TRH receptor (human) agonism; P34981; TRHR cells, calcium flux fluo-8, FDSS agonist mode; activation, % at 2 µM; actives 0.18% (n = 360,000); AID 493084; also: 0% is about no effect
Target sequence (P34981 whole entry, looked up): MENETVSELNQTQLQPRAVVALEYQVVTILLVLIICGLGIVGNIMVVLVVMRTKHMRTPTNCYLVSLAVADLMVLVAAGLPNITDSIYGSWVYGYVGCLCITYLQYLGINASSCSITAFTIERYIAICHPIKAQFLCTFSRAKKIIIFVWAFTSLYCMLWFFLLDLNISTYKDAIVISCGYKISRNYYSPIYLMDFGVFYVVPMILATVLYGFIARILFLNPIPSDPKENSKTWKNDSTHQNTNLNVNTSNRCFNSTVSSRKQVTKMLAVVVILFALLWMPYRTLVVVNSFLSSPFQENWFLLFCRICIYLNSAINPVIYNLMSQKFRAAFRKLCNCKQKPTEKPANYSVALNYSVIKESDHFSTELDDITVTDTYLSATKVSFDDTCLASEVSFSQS
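Steps: seed TRHR cells overnight; add fluo-8 no-wash Ca dye, RT 30 min–1.5 h; record 10 s baseline; pin-transfer compounds; monitor fluorescence 1 cycle/s for the agonist window. Calcium increases flag candidate agonists.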
D1 potentiator: enhances dopamine response at the human D1 receptor. actives 0.036% (n = 360,000). AID 504651. P21728. potentiation, % at 10 µM. HEK293 TREx D1 cells, calcium flux, dopamine EC20 potentiation; in the data active = potentiation above about 30%; also: 0% is about no effect
D2 antagonist: antagonists of human D2 dopamine receptor | HEK293 TREx D2 cells, calcium flux, dopamine EC80 | inhibition, % at 10 µM | actives 2% (n = 340,000) | AID 485344; in the data active = inhibition above about 30%; also: 0% is about no effect
Target sequence (P14416 whole entry, looked up): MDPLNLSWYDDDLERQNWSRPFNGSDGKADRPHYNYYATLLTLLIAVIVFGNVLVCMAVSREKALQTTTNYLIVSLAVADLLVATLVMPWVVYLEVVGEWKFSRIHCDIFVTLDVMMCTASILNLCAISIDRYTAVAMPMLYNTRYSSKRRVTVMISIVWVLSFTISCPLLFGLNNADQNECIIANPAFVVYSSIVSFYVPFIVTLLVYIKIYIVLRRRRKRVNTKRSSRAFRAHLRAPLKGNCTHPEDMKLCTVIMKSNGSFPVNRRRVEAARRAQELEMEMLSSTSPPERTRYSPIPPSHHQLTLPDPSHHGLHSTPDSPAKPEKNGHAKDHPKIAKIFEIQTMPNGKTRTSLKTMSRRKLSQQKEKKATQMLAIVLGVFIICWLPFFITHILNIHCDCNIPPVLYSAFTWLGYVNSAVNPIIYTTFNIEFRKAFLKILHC
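Compounds are added to dye-loaded, induced HEK293 T-REx cells coupled to calcium release via D2; after a 3 min kinetic read an EC80 dopamine stimulus is given and fluorescence is recorded for 3 more min.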
D2 ag: activates the human D2 dopamine receptor. activation, % at 2 µM. P14416. actives 0.53% (n = 340,000). HEK293 T-REx D2 cells, calcium flux agonist mode;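 active = activation over 3 SD above normal in the single-dose calcium agonist read, cut at about 30% in these data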; also: 0% is about no effect
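HEK293 Trex D2 cells, tetracycline-induced, o/n 30 C 5% CO2; no-wash Ca dye, RT 30–90 min; 10-cycle baseline, 23 nl cpd added, kinetic Ca read 180 s; agonist hits = positive Ca response.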
D2 PAM: positive allosteric modulators of human D2 dopamine receptor | P14416 | HEK293 T-REx D2, calcium flux, EC20 dopamine potentiation | potentiation, % at 10 µM | actives 0.34% (n = 340,000);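 active = potentiation over 3 SD above the plate norm, cut at about 30% in these data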; also: 0% is about no effect
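Potentiation of an EC20 dopamine calcium response is measured in a force-coupled, tetracycline-inducible Hek293 Trex D2 line. Compound-only kinetic reads over 180 s flag agonists before dopamine addition.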
RXFP1 antagonist: RXFP1 (human) relaxin receptor antagonism; actives 0.59% (n = 350,000); Q9HBX9; activity change, negative = inhibition, % at 57.5 µM; AID 1259400; HEK293-RXFP1, relaxin-stimulated cAMP HTRF, 30 min; stronger effect = lower value;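 active = activity change of -60% or lower, but not beyond a set lower limit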; also: % is scaled to controls: 0 for no effect and ±100 for the full control effect
D1 antag: blocks dopamine activation of the human D1 receptor | P21728 | HEK293 TREx D1 cells, calcium flux, dopamine EC80; stronger effect = lower value | activity change, negative = inhibition, % at 10 µM | actives 3.2% (n = 360,000) | AID 504652; in the data active = activity change below about -30%; also: % is scaled to controls: 0 for no effect and ±100 for the full control effect
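Tetracycline-induced HEK293 Trex D1 cells, force-coupled to calcium, dye-loaded; compounds added and read 180 s, then EC80 dopamine added and calcium flux tracked kinetically another 180 s.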
D1 ag: activates the human D1 dopamine receptor. P21728. HEK293 T-REx D1 cells, calcium flux, agonist mode. activation, % at 2 µM. actives 1% (n = 360,000). AID 504660; also: 0% is about no effect
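Agonism was scored from calcium flux recorded over 180 s (1 read/s) after pintool compound addition, following a 10-cycle baseline. Cells were inducible force-coupled HEK293 TREx D1, plated overnight at 30 C and loaded with no-wash calcium dye.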
TRHR PAM: allosteric enhancers of human TRH receptor | TRHR cells, fluo-8 calcium fluorescence, EC20 TRH enhancement | AID 493056 | actives 0.66% (n = 360,000) | enhancement, % at 2 µM; in the data active = enhancement above about 30%; also: 0% is about no effect
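TRHR-expressing cells loaded with fluo-8 calcium dye were read kinetically (ex 480/em 530) during compound addition, then stimulated with an EC20 of TRH (10 nM final). Enhancement of the Gq-mediated intracellular calcium response was scored.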
An asterisk follows results filed as active; . = not tested or not shown; & = joins results of further samples. Rule as the data show it, unless noted: active = activation above about 30%; inactive = the rest.

SMILES	TRHR agonist	D1 potentiator	D2 antagonist	D2 ag	D2 PAM	RXFP1 antagonist	D1 antag	D1 ag	TRHR PAM
O=C(CSc1nnc([C@@H]2CCCN2)o1)c1ccc(Cl)cc1	-0.1	-3	2	-0.3	7	-1	-14	2	1
CCCNC(=O)Cn1nc(C(F)(F)F)cc1C	0.2	-2	0	1.0	9	7	-1	2	-4
N#C/C(=C\c1ccc(Cl)cc1Cl)c1nc(-c2cccc(Cl)c2)cs1	0.3	0	.	1.6	.	17	12	4	3
CCNc1oc(-c2ccc(OC)cc2)nc1S(=O)(=O)c1ccc(Br)cc1	0.6	-1	-3	-0.8	-3	-4	3	2	3
NC(=O)CC(NC(=O)Cc1cccc2ccccc12)c1ccc(NCCOc2ccccc2)c([N+](=O)[O-])c1 (configuration not stated)	-0.5	-6	16	-1.5	7	.	6	3	0
O=C(O)CCn1nc(-c2ccc(F)cc2)cc(Cc2ccccc2)c1=O	0.7	-9	4	1.0	-7	-15	-9	0	-5
CC(=O)c1cc2c(cc1N/C(=N/S(=O)(=O)c1ccc(C)cc1)c1ccccc1)OCO2	0.0&-0.9	-3&-2	3	0.2	14&0	-2&-11	1&-11	1&7	-2&-5
CCc1nc2cc(C)nn2c2nc3ccccc3n12	-0.8	5	-5	0.3	-11	4	7	1	2
Cn1nc(C(=O)NCC(=O)Nc2ccc(F)c(F)c2F)c2ccccc2c1=O	-0.2	.	-30	0.0	3	3	3	4	6
O=C(NCc1nc(-c2ccc(C(F)(F)F)cc2)no1)Nc1ccc(OC(F)(F)F)cc1	1.6	-9	8	2.1	4	-40	-37*	10	-1
Cc1cc(OC(=O)c2ccccc2)n(CCC#N)n1	0.0	-1	-4	0.5	10	7	-8	0	-1
CC(C)N1CCc2c(sc(NC(=O)CCS(=O)(=O)c3ccccc3)c2C#N)C1	0.9	-5	34*	0.2	9	-1	-10	0	0
CC1(C)Cc2cccc(OCC(=O)Nc3cccnc3Cl)c2O1	0.0	-2	13	-0.3	-2	-6	7	0	-1
O=[N+]([O-])c1cccc(/C=N/Nc2nc(N3CCOCC3)nc(N3CCOCC3)n2)c1	1.2	-9	-12	0.1	-1	4	14	1	5
O=C(Nc1cccc(C2OCCCO2)c1)c1cccs1	0.8	-4	-15	2.1	0	4	-1	5	5
COc1ccc(-n2c(=O)c(CCC(=O)N3CCN(c4ccccc4O)CC3)nc3ccccc32)cc1	-0.6	5	.	.	.	-19	4	0	0
O=C(Nc1ccccc1F)C1COc2ccccc2O1 (configuration not stated)	-0.2	-2	0	-1.3	2	6	-12	-1	-4
O=C(NC1CC1)C1=C[C@@H](c2coc3ccccc3c2=O)C[C@@H](OCc2ccc(CO)cc2)O1	-0.3	5	.	.	.	.	4	34*	0
CC(=O)Cc1nsc(NC(=O)c2ccc(-c3cccc(C(F)(F)F)c3)o2)n1	-0.2	-3	-11	-2.2	7	19	-18	2	-1
CC(=O)Nc1cc(NC(C)=O)cc(-c2nc3ccccc3[nH]2)c1	0.3&-1.1	-3&1	.	0.1	-6	2&-10	16&-9	1&0	-4&5
COc1cccc(C=O)c1OC(=O)N1CCOCC1	2.0	-4	2	.	-3	-5	-1	3	-7
CCOc1cc(C2NC(=O)NC(c3ccccc3)=C2C(C)=O)ccc1OC(C)=O (configuration not stated)	0.7	-5	19	-1.1	-12	-4	-9	2	-4
COc1ccc(NC(=O)N(CCC(C)C)C(C)c2ccccn2)c(OC)c1 (configuration not stated)	-0.9	0	6	0.7	-11	.	-7	3	-2
CN(C)S(=O)(=O)c1cccc(NC(=S)Nc2cc(Cl)cc(Cl)c2)c1	0.5	-4	5	-1.1	-3	-7	-1	1	-6
c1ccc(-c2csc(Nc3ncccn3)n2)cc1	1.4	10	17	0.6	0	12	-2	1	-2

Retrieved by compound from the list above:
SMILES	TRHR agonist	D1 potentiator	D2 antagonist	D2 ag	D2 PAM	RXFP1 antagonist	D1 antag	D1 ag	TRHR PAM
CC(C)N1CCc2c(sc(NC(=O)CCS(=O)(=O)c3ccccc3)c2C#N)C1	0.9	-5	34*	0.2	9	-1	-10	0	0
CCNc1oc(-c2ccc(OC)cc2)nc1S(=O)(=O)c1ccc(Br)cc1	0.6	-1	-3	-0.8	-3	-4	3	2	3

(listing goes on)
SMILES	TRHR agonist	D1 potentiator	D2 antagonist	D2 ag	D2 PAM	RXFP1 antagonist	D1 antag	D1 ag	TRHR PAM
CC1CC(C)CN(CCCNC(=O)C2CCN(c3ncnc4c3sc3cccc(F)c34)CC2)C1 (configuration not stated)	-0.4	5	-4	-0.9	-6	.	11	4	-3
CCc1c(C(=O)N/N=C/c2sccc2C)nnn1-c1nonc1N	-0.3	-2	-1	0.6	-4	-12	3	2	-2
CC(C(=O)NCc1ccccc1F)n1ccc2cc(S(=O)(=O)N3CCCC3)ccc21 (configuration not stated)	0.3	-3	.	0.4	-3	-5	3	6	4
Cc1cccc(C(C)C)c1NC(=O)C1CCCN1S(=O)(=O)c1cccc2nsnc12 (configuration not stated)	0.5	-1	.	0.2	-1	-5	4	0	2
CCCCCN(C(=O)CCC(=O)OCC(=O)N1CCCCC1C)c1c(N)n(CCCC)c(=O)[nH]c1=O (configuration not stated)	0.3	3	-19	1.8	4	-7	4	0	5
COc1ccccc1[C@@H]1C(c2cccc(Cl)c2)=NN(c2ccc(Br)cc2)[C@H]1C(=O)N1CCOC1=O	0.5	-1	12	-0.5	2	.	18	-2	5
Cc1cc(NC(=O)CSc2nnc(C)o2)no1	0.3	-4	-6	-0.4	-7	11	-4	5	1
Nc1nc(Sc2ccc(C(F)(F)F)cc2[N+](=O)[O-])n[nH]1	-0.5	1	-1	-1.4	2	7	-3	0	-7
Cn1c(=O)[nH]c(=O)c2c1nc(N1CCNCC1)n2Cc1ccccc1	0.3	0	-4	2.1	3	2	-1	-2	-1
CCc1nnc(NC(=O)CSc2nnc(-c3ccc(NS(=O)(=O)c4ccccc4)cc3)o2)s1	-1.6	2	-3	-0.6	-5	0	6	1	-4
O=c1[nH]c2c(cnn2-c2ccc(Cl)cc2)c(=O)n1-c1cccc(Cl)c1	-0.5	-1	7	0.0	-4	-5	0	0	2
O=C(COC(=O)c1ccccc1NCCO)NCCC1=CCCCC1	-0.4	-2	.	.	.	-5	-25	1	-11
CC1(c2ccccc2Cl)NC(=O)N(CC(=O)N2c3ccccc3NC(=O)C2(C)C)C1=O (configuration not stated)	0.7	-3	18	3.0	13	0	-13	2	4
COc1ccc(C/C(N)=N/OC(=O)c2cccs2)cc1	-0.3	-6	-2	-0.7	8	2	-3	11	-6
Cc1cc(C)c(C)c(S(=O)(=O)NCC(=O)N2CCCC2)c1C	0.0	-3	-23	-0.4	2	-12	-17	5	3
CC(C)(C)c1nnc2sc(SCC(=O)c3ccc(Cl)cc3)nn2c1=O	-1.2	4	1	-1.2	10	-8	-6	5	8
COc1cccc(/C=N/Nc2snc(SC)c2C#N)c1	3.1	-6	.	.	.	-8	5	9	-3
COCCn1c(C)cc(O)c(C(c2ccccc2)N2CCN(c3ccc(F)cc3)CC2)c1=O (configuration not stated)	0.1	-4	.	.	6	.	15	2	2
O=C1CCCC(O)=C1C=Nc1ccc(O)cc1	-0.3	2	-7	-0.1	-8	-15	8	1	3
Cc1ccc(NS(=O)(=O)c2ccc(-n3cccn3)cc2)cc1F	0.0	3	-27	0.2	2	0	0	9	10
O=C(NCCCN1CCOCC1)c1ccc2c(=O)n(Cc3cccc(Br)c3)c(=S)[nH]c2c1	0.7	8	-8	2.7	8	-18	-6	4	6
O=C(NNC(=O)c1ccc(Oc2ccc(C3SCCS3)cc2)o1)c1ccc(Cl)cc1	0.0	-4	-12	-0.9	5	-9	-8	6	-4
Cc1c(C(=O)OCC(=O)Nc2cccc(S(N)(=O)=O)c2)oc2c1ccc1ccccc12	1.4	-7	-9	0.3	4	-4	3	3	4
COc1cc(OC)cc(C(=O)Nc2nnc(Cc3ccc(OC)c(OC)c3)s2)c1	0.0	11	1	-0.5	6	-2	1	3	4
CCC(CC)C(=O)c1c[nH]c(C(=O)NC2CCCCCC2)c1	-1.1	-3	-19	0.1	-11	-2	0	6	-2
(next part)
SMILES	TRHR agonist	D1 potentiator	D2 antagonist	D2 ag	D2 PAM	RXFP1 antagonist	D1 antag	D1 ag	TRHR PAM
Cc1oc2ccc(O)c(CN3CCOCC3)c2c1C(=O)Nc1ccccc1	-0.2	0	.	0.1	3	6	6	1	25
O=C(N/C(=C/c1ccc(Br)cc1)C(=O)N1CCCC1)c1ccccc1F	0.4	0	24	1.0	-3	-5	11	4	2
NS(=O)(=O)c1ccc(NC(=O)COC(=O)CCc2ccccc2)cc1	0.4	-4	12	0.9	30	-6	-16	1	0
Cc1cccc(OCCC(=O)Nc2ccc(S(=O)(=O)N3CCCC3)cc2)c1	0.5	-4	-2	-0.1	12	-7	-3	3	6
CCOC(=O)C1=C(COC(=O)CNC(=O)c2ccccc2F)NC(=O)NC1C (configuration not stated)	0.7	0	-22	1.9	2	-3	-1	1	-3
O=C(Nc1ccccc1)C1=C[C@H](c2csc3ccccc23)C[C@H](OCc2ccc(CO)cc2)O1	1.2	-4	1	0.1	1	.	5	4	-2
CNCCCC1c2ccccc2C=Cc2ccccc21	2.9	-5	75*	2.8	-26	-35	-22	43*	27
Cc1[nH]c2ccccc2c1C(=O)CSc1nc2ncc(Cl)cc2[nH]1	0.5	-3	-2	0.3	4	-15	11	0	0
CCOc1cc(/C=C2/NC(=O)N(CC(=O)Nc3cccc(C)c3)C2=O)ccc1OCC(N)=O	0.4	10	-15	0.2	17	-8	0	2	2
CCCc1cc(=O)n2nc(N3CCC(C(=O)N4CCN(c5cccc(OC)c5)CC4)CC3)sc2n1	-0.1	-3	-5	-1.2	-1	2	-12	5	4
COC(=O)C1=C(C(=O)c2ccc(C)cc2)C(c2ccc(OC)c(OC)c2)n2nnnc2N1 (configuration not stated)	2.2	-2	33*	0.6	-16	-12	7	2	-11
COc1ccc(NS(=O)(=O)c2ccc(-c3coc(C)n3)cc2)cc1OC	-0.9	3	-22	0.1	-13	2	-21	10	12
COc1ccc(S(=O)(=O)N2CCOC2CNC(=O)C(=O)NCc2ccco2)cc1 (configuration not stated)	-0.6	-1	-2	0.5	13	-15	-5	3	-3
Cc1cc2c(s1)c1cnn(Cc3cc(OC(F)(F)F)ccc3F)c(=O)c1n2C	-0.1	6	.	.	.	.	-14	3	-9
CCCc1nn(C)c(C(=O)Nc2ccc(CC)cc2)c1Cl	0.4	-4	-6	-0.3	7	-18	13	4	3
C[C@H]1NC(=O)[C@@]2(C)[C@@H](c3ccccc3)[C@H]3COc4ccccc4[C@@H]3N2C1=O	0.2	-6	0	0.6	-7	.	.	-1	-1

Entries listed so far shown as hits in D2 antagonist:
mol | D1 potentiator | D2 antagonist | D2 PAM | RXFP1 antagonist | D1 antag | D1 ag | TRHR PAM
CC(C)N1CCc2c(sc(NC(=O)CCS(=O)(=O)c3ccccc3)c2C#N)C1 | -5 | 34* | 9 | -1 | -10 | 0 | 0
CNCCCC1c2ccccc2C=Cc2ccccc21 | -5 | 75* | -26 | -35 | -22 | 43* | 27
COC(=O)C1=C(C(=O)c2ccc(C)cc2)C(c2ccc(OC)c(OC)c2)n2nnnc2N1 (configuration not stated) | -2 | 33* | -16 | -12 | 7 | 2 | -11

Assay outcomes as filed in PubChem BioAssay.
